# Screening data as filed in PubChem.
# TRHR agonist: qHTS for Small Molecule Agonists and Allosteric Enhancers of Human TRH Receptor: Primary Screen for Agonists; activation, % at 2 µM; TRHR cells, calcium flux fluo-8, FDSS agonist mode; 360,000 compounds, 0.18% hits; Thyrotropin-releasing hormone receptor (Homo sapiens), P34981; in the data active means activation above about 30%; further: 0% is about no effect
# Target sequence (P34981 whole entry, looked up): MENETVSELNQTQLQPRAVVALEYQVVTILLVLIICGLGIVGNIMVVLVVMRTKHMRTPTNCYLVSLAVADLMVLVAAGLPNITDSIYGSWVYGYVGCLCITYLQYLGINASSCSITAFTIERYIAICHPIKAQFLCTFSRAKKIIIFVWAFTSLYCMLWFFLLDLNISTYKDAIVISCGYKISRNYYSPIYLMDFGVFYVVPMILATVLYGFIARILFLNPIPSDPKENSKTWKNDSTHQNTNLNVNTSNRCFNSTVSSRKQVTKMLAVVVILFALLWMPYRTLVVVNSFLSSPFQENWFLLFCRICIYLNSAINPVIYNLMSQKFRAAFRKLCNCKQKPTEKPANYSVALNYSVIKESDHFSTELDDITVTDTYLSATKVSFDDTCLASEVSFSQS
#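 Agonist-mode FDSS calcium read (Ex 480/Em 530, 1 s cycles) in 1536-well TRHR cells with fluo-8 dye, after 10-cycle baseline and 23 nL compound addition; TRH at EC20 (10 nM final) added afterwards for the enhancer phase.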
# D2 agonist: HTS Assay for Allosteric Agonists of the Human D2 Dopamine Receptor: Primary Screen for Agonists; activation, % at 2 µM; HEK293 T-REx D2 cells, calcium flux agonist mode; 340,000 compounds, 0.53% hits; D(2) dopamine receptor (Homo sapiens), P14416;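 active means activation over 3 SD above normal in the single-dose calcium agonist read, cut at about 30% in these data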; further: 0% is about no effect
#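 In this primary screen, compounds producing a positive calcium signal within 180 s of addition to tetracycline-induced, force-coupled HEK293 Trex D2 cells are flagged; cells are dye-loaded with a no-wash calcium kit beforehand.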
# TrxR1 substrate: qHTS Assay for Substrates of Mammalian Selenoprotein Thioredoxin Reductase 1 (TrxR1): qHTS; Thioredoxin reductase 1, cytoplasmic (Rattus norvegicus), O89049; purified TrxR1 substrate turnover, NADPH consumption readout; 390,000 compounds, 0.01% hits; Potency, µM (highest dose often 114 µM), for inactives: top-dose activity change, negative = substrate turnover; further: potency means the concentration at half of the fitted maximal effect; on the % scale 0 is the no-effect control and ±100 the full control effect; nearly all actives have a fitted effect of over 50% in size
#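 Rat TrxR1, dispensed at 90 nM, was prereduced with 400 uM NADPH (final) for 5 min at ~22 deg C, then incubated with compound 15 min before 400 uM selenite. A first-read NADPH fluorescence drop versus no-compound background flagged substrates.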
# USP1 inh: Inhibitors of USP1/UAF1: Primary Screen | Ubiquitin carboxyl-terminal hydrolase 1 (Homo sapiens), O94782 | recombinant USP1/UAF1, Ub-Rhodamine cleavage fluorescence | Potency, µM (highest dose often 57.1 µM), inactives show at the top dose activity change, negative = inhibition, actives largely listed as inhibitors | 390,000 compounds, 0.23% hits | AID 743255, 2014; further: potency means the concentration at half of the fitted maximal effect; on the % scale 0 is the no-effect control and ±100 the full control effect; nearly all actives have a fitted effect of over 60% in size; inactives centre near -12
#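 USP1/UAF1 complex (1 nM) preincubated 15 min at room temperature with compound, then Ub-Rho substrate (150 nM final) added. Kinetic fluorescence at 480/540 nm over 6 reads at 60 s intervals; 50 mM HEPES pH 7.8, 0.5 mM EDTA, 0.1 mg/ml BSA, 1 mM TCEP, 0.01% Tween-20.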
# rTrxR1 inhibitor: qHTS Assay for Inhibitors of Mammalian Selenoprotein Thioredoxin Reductase 1 (TrxR1): qHTS; Thioredoxin reductase 1, cytoplasmic (Rattus norvegicus), O89049; recombinant rTrxR1, NADPH fluorescence consumption, selenite substrate; Potency, µM (series often up to 114 µM), for inactives: at the top dose activity change, negative = inhibition, usual class: inhibitors; 390,000 compounds, 1% hits; AID 588453, 2011; further: potency means the concentration at half of the fitted maximal effect; on the % scale 0 is the no-effect control and ±100 the full control effect; nearly all actives have a fitted effect of over 65% in size
#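 Rat TrxR1 (90 nM in the dispensed reagent) was pre-reduced with 400 uM NADPH for 5 min at room temperature, then incubated with compound for 15 min. After 400 uM selenite was added, NADPH fluorescence (Ex 340/Em 450 nm) was followed for 8 min.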
# IDH1 R132H inh: qHTS for Inhibitors of mutant isocitrate dehydrogenase 1 (IDH1): qHTS | Isocitrate dehydrogenase [NADP] cytoplasmic (Homo sapiens), O75874 | IDH1-R132H enzyme, NADPH consumption, diaphorase/resazurin fluorescence | Potency, µM (highest dose often 76.6 µM), for the others: top-dose activity change, negative = inhibition, hits mostly inhibitors | 390,000 compounds, 0.093% hits; further: potency means the concentration at half of the fitted maximal effect; on the % scale 0 is the no-effect control and ±100 the full control effect; nearly all actives have a fitted effect of over 65% in size
#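 IDH1-R132H (0.5 ug/mL dispensed) in pH 7.5 Tris buffer was preincubated 30 min with compound, then given a substrate mix of 0.016 mM NADPH and 2 mM alpha-KG for 80 min at room temperature; remaining NADPH was read by diaphorase/resazurin fluorescence.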
# PI4K2A inh: qHTS for small molecular inhibitors of PI4K2A; purified PI4K2A, ADP-Glo luminescence, 1 h; active compounds read low; activity change, negative = inhibition, % at 76.9 µM; 420,000 compounds, 0.13% hits; AID 1346378, 2018; in the data active means activity change below about -50%; inconclusive means mostly about -30% to -49%;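 further: -100% = wells without enzyme as full effect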
# Target sequence (Q9BTU6 whole entry, looked up): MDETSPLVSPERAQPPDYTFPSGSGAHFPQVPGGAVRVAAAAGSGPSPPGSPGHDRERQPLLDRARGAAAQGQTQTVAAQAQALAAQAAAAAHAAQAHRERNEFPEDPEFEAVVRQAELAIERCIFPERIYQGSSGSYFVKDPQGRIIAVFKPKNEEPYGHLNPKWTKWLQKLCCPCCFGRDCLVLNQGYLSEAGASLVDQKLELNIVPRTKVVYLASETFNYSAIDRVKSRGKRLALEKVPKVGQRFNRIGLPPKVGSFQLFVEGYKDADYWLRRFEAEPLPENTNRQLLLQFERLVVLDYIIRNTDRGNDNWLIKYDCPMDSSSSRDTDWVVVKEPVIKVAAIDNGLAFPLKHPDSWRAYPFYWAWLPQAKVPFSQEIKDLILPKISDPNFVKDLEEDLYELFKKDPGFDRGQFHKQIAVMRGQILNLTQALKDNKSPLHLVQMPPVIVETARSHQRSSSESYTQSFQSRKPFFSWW
#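 In this quantitative HTS, ADP production by PI4K2A was quantified luminescently after 1 h at ambient temperature; 100 microM adenosine served as plate-quality control.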
# TRHR PAM: qHTS for Small Molecule Agonists and Allosteric Enhancers of Human TRH Receptor: Primary Screen for Enhancers; Thyrotropin-releasing hormone receptor (Homo sapiens), P34981; TRHR cells, fluo-8 calcium fluorescence, EC20 TRH enhancement; enhancement, % at 2 µM; 360,000 compounds, 0.66% hits; AID 493056, 2011; in the data active means enhancement above about 30%; further: 0% is about no effect
#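 TRHR-expressing cells loaded with fluo-8 calcium dye were read kinetically (ex 480/em 530) during compound addition, then stimulated with an EC20 of TRH (10 nM final). Enhancement of the Gq-mediated intracellular calcium response was scored.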
# D2 antag: HTS Assay for Allosteric Antagonists of the Human D2 Dopamine Receptor: Primary Screen for Antagonists; 340,000 compounds, 2% hits; AID 485344, 2010; D(2) dopamine receptor (Homo sapiens), P14416; inhibition, % at 10 µM; HEK293 TREx D2 cells, calcium flux, dopamine EC80; in the data active means inhibition above about 30%; further: 0% is about no effect
#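 Tetracycline-induced HEK293 TREx cells expressing D2 receptor forced-coupled to calcium signalling, loaded with no-wash calcium dye. Compounds added and calcium flux read 180 s, then dopamine added at EC80 and read a further 180 s.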
# * marks the source's active call; other numbers are inactive results; ? = inconclusive; / = not tested or not shown; [ ] = remark or other dose. Unless noted, the call rests on the fitted dose curve; in most records, active means well fitted inhibition curve with a large enough effect; inconclusive means small, poorly fitted or top-dose-only effect; inactive means no such curve, though single readings can be large or run the other way.
SMILES,TRHR agonist,D2 agonist,TrxR1 substrate,USP1 inh,rTrxR1 inhibitor,IDH1 R132H inh,PI4K2A inh,TRHR PAM,D2 antag
COc1ccc(-c2n[nH]c(=S)n2N)c(OC)c1,-0.4,-2.5,-2%,0%,?,4%,2,-1,9
Cc1cn(-c2ccc(Br)cc2)[nH]c1=O,0.1,1.1,-3%,1%,2%,9%,-4,2,5
Cn1c(CN2CCCC2)nc2cc(NC(=O)COc3ccccc3)ccc21,0.1,0.4,8%[57.1 µM],-4%,4%[57.1 µM],0%,6,-2,47*
COc1ccc(CCNC(=O)C(C)n2nc(C)c3sc4ccccc4c3c2=O)cc1OC (configuration not stated),0.2,0.6,24%,-16%,19%,-5%,0,-3,/
COc1ccc(C(=O)COC(=O)c2ccccc2O)c(OC)c1,0.1,2.4,-3%,-6%,0%,3%,-12,-1,-27
CCOC(=O)C1CSc2[nH]c(=O)sc2C1c1ccccc1 (configuration not stated),-0.2,-0.5,1%,-6%,-2%,0%,-1,16,21
Cn1c(=O)n(C)c2cc([N+](=O)[O-])c(N3CCN(C(=O)c4ccc(F)cc4)CC3)cc21,-0.1,0.7,-8%,-5%,-3%,-11%,2,-4,-11
COc1cc(Cl)c(C)cc1NC(=O)c1ccccc1NC(=O)CN1CCN(c2ccccn2)CC1,/,/,-2%,-13%,22%,-2%,2,/,/
CC(=O)Oc1cccc(NC(=O)c2cccc(C(=O)Nc3cccc(OC(C)=O)c3)c2)c1,0.8,/,-11%,-16%,6%,2%,4,15,/
CCOCC(=O)Nc1nnc(COC)s1,-0.5,-0.3,1%,-1%,3%,-2%,5,12,31*
CCCCn1nnc(NC(=S)NC(=O)c2cccs2)n1,0.2,-0.1,-8%,-2%,?,3%,2,3,-2
COc1ccc(Cl)cc1NC(=O)CCn1c(=O)c2cccn2c2ccccc21,0.5,1.0,2%,-6%,14%,15%,-1,1,/
CCOc1cccc(=O)c2c(C)n(CC3CCCO3)c(C)c12 (configuration not stated),0.3,0.0,-13%,-22%,?,1%,3,1,4
COc1ccc(N(C(=O)c2ccc(C(C)(C)C)cc2)S(=O)(=O)c2ccc(Cl)cc2)cc1,0.3,-0.3,-4%,-3%,9%,-6%,1,-6,/
Cc1cc2oc(C(=O)Nc3ccc(S(=O)(=O)Nc4ncccn4)cc3)cc(=O)c2cc1Cl,0.1,-0.2,1%,-27%,8%,-2%,-3,-12,-7
CNc1c([N+](=O)[O-])cnn1-c1ccccc1F,0.8,1.3,3%[57.1 µM],-11%,7%[57.1 µM],0%,2,2,10
Cc1cccc(NC(=O)c2cc(-c3ccccn3)nc3ccccc23)c1C,0.0,/,5%[57.1 µM],-5%,17%[57.1 µM],-3%,-3,0,/
CCOc1ccc(N(CC)C(=O)CCNC(=O)Cn2ccc3ccccc3c2=O)cc1,0.4,0.3,-5%,-17%,-16%,1%,4,1,5
COc1ccccc1N(C)S(=O)(=O)c1ccc(C(=O)NC2CCCCCC2)cc1,0.2,-0.2,-5%,-18%,5%,8%,-2,0,-19
COc1cccc(NC(=O)c2ccc3c(c2)N(CC(=O)N2CCCCC2)C(=O)C(C)(C)O3)c1,-0.3,-0.2,-8%,-6%,3%,6%,-6,-9,4

# Record cards, from the list above.
# Entry for Cc1cc2oc(C(=O)Nc3ccc(S(=O)(=O)Nc4ncccn4)cc3)cc(=O)c2cc1Cl : TRHR agonist = 0.1; D2 agonist = -0.2; TrxR1 substrate = 1%; USP1 inh = -27%; rTrxR1 inhibitor = 8%; IDH1 R132H inh = -2%; PI4K2A inh = -3; TRHR PAM = -12; D2 antag = -7
# Entry for COc1cccc(NC(=O)c2ccc3c(c2)N(CC(=O)N2CCCCC2)C(=O)C(C)(C)O3)c1 : TRHR agonist = -0.3; D2 agonist = -0.2; TrxR1 substrate = -8%; USP1 inh = -6%; rTrxR1 inhibitor = 3%; IDH1 R132H inh = 6%; PI4K2A inh = -6; TRHR PAM = -9; D2 antag = 4

# The results go on.
SMILES,TRHR agonist,D2 agonist,TrxR1 substrate,USP1 inh,rTrxR1 inhibitor,IDH1 R132H inh,PI4K2A inh,TRHR PAM,D2 antag
CCOC(=O)C1(Cc2ccccc2C(F)(F)F)CCN(CC(O)CO)CC1 (configuration not stated),-0.3,0.1,-7%,9%,6%[57.1 µM],1%,-1,-1,4
O=C(Nc1ccc(C(=O)O)cc1)Nc1ccc(F)cc1F,0.1,0.6,0%[57.1 µM],-13%,4%[57.1 µM],17%,-8,-9,1
COc1cc(-c2cc3n(C)c(C)c(CCC(=O)O)c(=O)n3n2)cc(OC)c1OC,-0.2,0.0,0%,?,7%,11%,6,14,/
CN(C)S(=O)(=O)c1ccc2c(c1)nc(CCC(=O)NCc1ccc(Cl)cc1)n2C,0.1,-0.5,-3%[57.1 µM],-10%,4%[57.1 µM],0%,0,-7,3
Cc1ccc(S(=O)(=O)NC(CC(=O)O)c2ccc(F)cc2)cc1 (configuration not stated),-0.5,-1.1,2%,-19%,3%,3%,2,1,-13
Cc1ccc(S(=O)(=O)N2CCN(C(=O)C3CCCO3)CC2)cc1C (configuration not stated),0.0,0.5,-1%,-20%,14%,-5%,-1,-4,-20
CCOc1c(Cl)cc(/C=N/NC(N)=S)cc1OC,-0.1,1.1,7%[57.1 µM],-13%,4%[57.1 µM],6%,10,5,-4
Cc1cc(C(=O)OCC(=O)c2cccs2)ccc1[N+](=O)[O-],-0.1,-0.8,-3%,-16%,9%,-6%,-1,11,-13
CC(C)c1ccc(-c2noc(SCC(=O)N(C)c3ccc(F)cc3)n2)cc1,-0.5,-0.2,1%[57.1 µM],-20%,12%[57.1 µM],-3%,0,3,/
Cc1ccc(-c2cnc(NC(=O)c3cccc(Br)c3)s2)c(C)c1,0.5,0.5,18%[57.1 µM],-16%,30%[11.4 µM],4%,-2,-4,6
CCN(CC)S(=O)(=O)c1cccc(C(=O)NCCCn2ccnc2)c1,-0.4,-0.4,0%,-7%,15%,-8%,-8,-7,0
OC(CN1CCCC(C(F)(F)F)C1)c1ccccc1 (configuration not stated),-0.9,-1.9,1%,-3%,12%,-6%,-3,-3,2
CCC(C)(C)NC(=O)C(c1ccccc1Cl)N(C(=O)CCC(=O)Nc1cc(C)on1)C(C)(C)C (configuration not stated),-0.7,2.1,3%[57.1 µM],1%,14%[57.1 µM],9%,1,-6,5
COc1cc(NC(=O)C(C)Oc2ccccc2)c(OC)cc1NC(=O)c1ccccc1 (configuration not stated),0.4,0.4,-12%,-5%,-5%,6%,-3,3,5
CC(CC(=O)NC1CCCCC1)S(=O)(=O)c1ccc2c(c1)CCN2C(=O)C1CC1 (configuration not stated),-0.6,-1.3,-2%,-19%,16%,-3%,-8,-5,9
Cc1c(CN(C)C(=O)CSc2nc(-c3ccco3)cc(C(F)(F)F)n2)cnn1C,-0.1,-0.4,2%,17%,-24%,0%,-2,-6,13
COc1ccccc1-n1ccnc(SCC(=O)NCCc2ccccc2)c1=O,-0.3,-0.1,0%,-20%,7%,7%,-6,-1,-3
CC(C)C(NC(=O)c1ccc(C(C)(C)C)cc1)C(=O)Nc1cccc(S(N)(=O)=O)c1 (configuration not stated),-0.3,-1.0,6%[57.1 µM],-21%,5%[57.1 µM],13%,1,6,-12
N/C(=N\OC(=O)c1ccc(Cl)cc1Cl)c1cccnc1,0.4,1.0,2%,-3%,8%,11%,1,-2,10
COc1ccc(N2CCN(c3ncnc4c3cnn4-c3ccc(C)cc3C)CC2)cc1,-0.6,0.2,8%[57.1 µM],-15%,-5%,1%,-8,-1,-4
Cc1cccc(C)c1OC(=O)CN1C(=O)c2ccccc2C1=O,-0.7,0.8,-4%,-19%,14%,-10%,3,-1,0
COc1ccccc1NC(=S)NC(=O)C(C)(C)C,0.1,0.0,1%,-12%,13µM*,5%,4,4,8
C=CCOc1ccc(CN(C)C(=O)c2ccc(CNS(=O)(=O)c3ccc(C)c(C)c3)cc2)cc1,1.0,1.6,3%,-14%,19%,1%,-1,4,8
O=C(COC(=O)CNC(=O)c1ccccc1)NCc1ccc2c(c1)OCO2,/,/,-2%,-15%,8%,3%,1,/,/
Cc1ccccc1OCC(=O)NS(=O)(=O)c1ccc(Cl)cc1,0.6,0.0,-13%,2%,-14%,-2%,0,3,8
Nc1nc(Nc2ccccc2)nc(N2CCCC2)c1[N+](=O)[O-],-0.3,/,-4%,-11%,14%,2%,-1,-1,/
c1nc(NCc2ccc3c(c2)OCO3)c2cc(-c3ccc4c(c3)OCCO4)ccc2n1,0.2,/,29%,/,33%,/,-1,12,/
Clc1ccc(CNCCC2=CCCCC2)cc1,0.1,0.5,12%,-2%,37%[activator],4%,-14,-1,-11
CCCCNc1nc2c(S(=O)(=O)c3ccc(Br)cc3)nnn2c2ccsc12,-0.5,-0.3,3%,?,19%,-11%,-2,-9,/
Cc1cc(SCC(=O)N/N=C/c2ccc(C(=O)O)cc2)nc2ccccc12,0.7,0.9,-1%,-19%,0%,11%,8,-4,17
C#CCNCCS(=O)(=O)N(Cc1ccc(Br)cc1)[C@@H](C)C(=O)O,/,/,-6%,-10%,?,-1%,-3,/,/
NC(=S)N=Nc1ccc(O)cc1,/,/,-15%,?,?,8%,-6,/,/
